D2 antag – D2 dopamine receptor (human) antagonism | HEK293 TREx D2 cells, calcium flux, dopamine EC80 | P14416 | AID 485344 | 340,000 tested, 2% active | inhibition, % at 10 µM; in the data active = inhibition above about 30%; also: 0% is about no effect
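HEK293 T-REx D2 cells, tet-induced, calcium dye no-wash. Cpd pintool add, 180 s kinetic, then EC80 DA, 180 s kinetic. Ca flux read.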
D2 agonist – activates the human D2 dopamine receptor; P14416; HEK293 T-REx D2 cells, calcium flux agonist mode; activation, % at 2 µM; 340,000 tested, 0.53% active; AID 485358;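 active = activation over 3 SD above normal in the single-dose calcium agonist read, cut at about 30% in these data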; also: 0% is about no effect
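Tetracycline-induced HEK293 T-REx cells with force-coupled D2 receptor, plated overnight at 30 C, loaded with no-wash calcium dye. After a 10 s baseline, compound was pin-added and calcium flux read kinetically for 180 s; calcium rises flagged agonists.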
TrxR1 inh – rat TrxR1 inhibition | O89049 | recombinant rTrxR1, NADPH fluorescence consumption, selenite substrate | Potency, µM (highest dose often 114 µM), without a hit: at the highest dose activity change, negative = inhibition, hits mostly inhibitors | 390,000 tested, 1% active | AID 588453; also: potency is read from the fitted curve at half-maximal effect; % is scaled to controls: 0 for no effect and ±100 for the full control effect; nearly all actives have a fitted effect of over 65% in size
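Rat TrxR1 (90 nM in the dispensed reagent) was pre-reduced with 400 uM NADPH for 5 min at room temperature, then incubated with compound for 15 min. After 400 uM selenite was added, NADPH fluorescence (Ex 340/Em 450 nm) was followed for 8 min.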
mIDH1 inhibitor – human IDH1 R132H inhibition; IDH1-R132H enzyme, NADPH consumption, diaphorase/resazurin fluorescence; Potency, µM (titrated, usually from 76.6 µM), for inactives: at the top dose activity change, negative = inhibition, most hits filed as inhibitors; 390,000 tested, 0.093% active; AID 602179; also: potency is read from the fitted curve at half-maximal effect; % is scaled to controls: 0 for no effect and ±100 for the full control effect; nearly all actives have a fitted effect of over 65% in size
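IDH1-R132H (0.5 ug/mL dispensed) in pH 7.5 Tris buffer was preincubated 30 min with compound, then given a substrate mix of 0.016 mM NADPH and 2 mM alpha-KG for 80 min at room temperature; remaining NADPH was read by diaphorase/resazurin fluorescence.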
TRHR ag – TRH receptor (human) agonism; activation, % at 2 µM; P34981; TRHR cells, calcium flux fluo-8, FDSS agonist mode; 360,000 tested, 0.18% active; in the data active = activation above about 30%; also: 0% is about no effect
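Read-out: compound-evoked intracellular calcium rise in TRHR cells, fluo-8 dye, kinetic FDSS fluorescence at 1 s/cycle following a 10-cycle baseline. Cells cultured overnight before dye loading (30 min–1.5 h, RT).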
USP1-UAF1 inh – inhibitors of human USP1/UAF1 deubiquitinase. O94782. recombinant USP1/UAF1, Ub-Rhodamine cleavage fluorescence. Potency, µM (doses to about 57.1 µM), without a hit: at the highest dose activity change, negative = inhibition, hits mostly inhibitors. 390,000 tested, 0.23% active. AID 743255; also: potency is read from the fitted curve at half-maximal effect; % is scaled to controls: 0 for no effect and ±100 for the full control effect; nearly all actives have a fitted effect of over 60% in size; inactives centre near -12
Target sequence (O94782 whole entry, looked up): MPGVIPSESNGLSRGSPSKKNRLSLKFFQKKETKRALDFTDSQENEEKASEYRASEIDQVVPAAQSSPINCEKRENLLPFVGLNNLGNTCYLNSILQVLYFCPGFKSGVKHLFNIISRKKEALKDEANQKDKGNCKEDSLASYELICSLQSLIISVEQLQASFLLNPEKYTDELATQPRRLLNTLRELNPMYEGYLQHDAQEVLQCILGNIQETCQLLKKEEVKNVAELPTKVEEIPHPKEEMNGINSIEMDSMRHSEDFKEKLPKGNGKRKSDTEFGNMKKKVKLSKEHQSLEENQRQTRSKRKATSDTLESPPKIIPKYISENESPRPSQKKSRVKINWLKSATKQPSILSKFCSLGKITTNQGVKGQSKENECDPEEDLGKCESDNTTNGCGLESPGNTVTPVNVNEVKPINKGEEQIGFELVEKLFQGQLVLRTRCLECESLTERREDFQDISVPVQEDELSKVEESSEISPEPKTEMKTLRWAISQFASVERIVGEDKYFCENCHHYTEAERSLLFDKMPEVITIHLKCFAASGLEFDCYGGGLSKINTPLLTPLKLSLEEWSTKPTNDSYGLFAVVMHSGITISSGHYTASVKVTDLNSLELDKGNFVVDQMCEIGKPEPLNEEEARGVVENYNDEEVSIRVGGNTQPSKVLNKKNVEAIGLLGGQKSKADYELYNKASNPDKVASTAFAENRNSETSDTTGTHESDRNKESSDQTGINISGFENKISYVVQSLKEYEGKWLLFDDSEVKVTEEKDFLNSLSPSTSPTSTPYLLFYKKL
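High-throughput fluorogenic screen: 1nM USP1/UAF1 complex, Ub-Rho substrate 150nM final, 50mM HEPES pH 7.8 with 0.5mM EDTA, 0.1 mg/ml BSA, 1mM TCEP and 0.01% Tween-20.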
TrxR1 substrate – is turned over as a substrate by rat TrxR1. O89049. purified TrxR1 substrate turnover, NADPH consumption readout. Potency, µM (titrated, usually from 114 µM), for the others: at the highest dose activity change, negative = substrate turnover. 390,000 tested, 0.01% active; also: potency is read from the fitted curve at half-maximal effect; % is scaled to controls: 0 for no effect and ±100 for the full control effect; nearly all actives have a fitted effect of over 50% in size
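Rat TrxR1, dispensed at 90 nM, was prereduced with 400 uM NADPH (final) for 5 min at ~22 deg C, then incubated with compound 15 min before 400 uM selenite. A first-read NADPH fluorescence drop versus no-compound background flagged substrates.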
TRHR enhancer – allosterically enhances the human TRH receptor; enhancement, % at 2 µM; 360,000 tested, 0.66% active; P34981; TRHR cells, fluo-8 calcium fluorescence, EC20 TRH enhancement; AID 493056; in the data active = enhancement above about 30%; also: 0% is about no effect
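Enhancer read-out: after compound pinning and an initial kinetic agonist-mode read, an EC20 of TRH (10 nM final) was injected and fluo-8 calcium signal (Ex 480/Em 530) followed at 1 s/cycle for 100 cycles in TRHR-expressing cells.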
Pin1 inhibitor – blocks the human prolyl isomerase Pin1 | 390,000 tested, 0.009% active | Potency, µM (top dose mostly 115 µM), inactives show top-dose activity, negative = inhibition, hits mostly inhibitors | Pin1 FP peptide displacement, HiFluor488, 10 min; active = well fitted inhibition curve with a large enough effect in the polarisation, with a control signal flat, not every such curve was filed as active; inconclusive = small, poorly fitted or top-dose-only effect, or effect the other way, or a change in a side signal; inactive = no such curve, though single readings can be large or run the other way; the % refers to the polarisation; also: potency is read from the fitted curve at half-maximal effect; % is scaled to controls: 0 for no effect and ±100 for the full control effect
Target sequence (Q13526 whole entry, looked up): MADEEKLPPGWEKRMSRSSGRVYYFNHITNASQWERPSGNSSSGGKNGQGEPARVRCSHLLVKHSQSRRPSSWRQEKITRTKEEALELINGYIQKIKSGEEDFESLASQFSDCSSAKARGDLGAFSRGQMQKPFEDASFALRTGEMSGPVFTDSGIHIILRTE
An asterisk follows results filed as active; ? = inconclusive; . = no result given; & = joins results of further samples; [ ] = dose if it differs, or a comment. Unless noted, calls follow the shape of the dose curve; as a rule, active = well fitted inhibition curve with a large enough effect; inconclusive = small, poorly fitted or top-dose-only effect; inactive = no such curve, though single readings can be large or run the other way. The list is partial; count on the stated rates, not on these rows.

Below each SMILES – D2 antag, D2 agonist, TrxR1 inh, mIDH1 inhibitor, TRHR ag, USP1-UAF1 inh, TrxR1 substrate, TRHR enhancer, Pin1 inhibitor
1. COc1cc(/C=N/NC(=O)c2cccc(S(=O)(=O)N3CCOCC3)c2)cc(OC)c1O
  -13, 1.5, 0%, -3%, 0.2, -9%, -12%, -4, 1%
2. COc1ccc(C2CC(c3ccccc3O)=NN2C(=O)c2ccccc2)cc1OC (stereo not drawn)
  7, 1.6, -2%, -1%, 0.7, -25%, -9%, -3, ?
3. CCCNC(=O)C1CCN(c2nc(C)cc(C)n2)CC1
  -15, 0.8, 4%, 3%, 0.5, 0%, 16%, 7, 2%
4. CC1=CC=CN2C1=NC(=O)CC2(C)C(=O)N(CC(=O)NC1CCCC1)Cc1ccccc1 (stereo not drawn)
  9, 2.2, -111%, 22%, 0.8, -4%, 174%[activator][57.1 µM], 1, 2%
5. CCOC(=O)Cc1ccc(NC(=O)NCc2ccc3c(c2)CCN3C(=O)CC)cc1
  ., -0.1, 8%[57.1 µM], -1%, -0.8, -2%, -5%[57.1 µM], 3, 2%
6. O=c1[nH]c(/C(Cl)=C/c2cc(Cl)ccc2O)nc2cc(Cl)ccc12
  19, 2.7, -13%, -3%, 2.2, -13%, -11%, -2, 13%
7. C#CCN(Cc1ccco1)C(=O)c1ccc(OC2CCN(Cc3ccccn3)CC2)cc1
  ., ., -18%, 2%, ., -6%, 8%, ., 0%
8. Cc1ccc(S(=O)(=O)N(Cc2cccc(C(F)(F)F)c2)C(=O)N2CCN(C)CC2)cc1
  -5, 0.3, 21%[57.1 µM], -5%, 0.2, -8%, 8%[57.1 µM], 3, -6%
9. Cc1cc(Cl)ccc1OCC(=O)OC(C)C(=O)NC(N)=O (stereo not drawn)
  ., ., -1%[57.1 µM], 4%, -0.1, -1%, 7%[57.1 µM], 3, 0%
10. O=C(Cc1n[nH]c(=O)[nH]c1=O)N/N=C/c1c(O)ccc2ccccc12
  0, 1.3, 10%[57.1 µM], -8%, -0.4, -3%, 5%[57.1 µM], 9, -5%
11. Cc1ccccc1C(=O)N1CCC(C(=O)Nc2ccc(C(C)C)cc2)CC1
  1, -2.0, 10%, -9%, -1.0, -16%, 2%, 7, 4%
12. CCn1c(CNC(=O)C23CC4CC(CC(C4)C2)C3)nnc1SCC(=O)Nc1nnc(C)s1
  0, 0.2, 12%[57.1 µM], -4%, 0.0, -20%, 11%[57.1 µM], 3, -1%
13. COc1cccc(/C=C2/SC(=S)N(CC(=O)Nc3nnc(C)s3)C2=O)c1
  -42, -1.9, 4%[57.1 µM], 14%, -1.5, -7%, -1%[57.1 µM], 7, 10%
14. COc1ccccc1N(C)S(=O)(=O)c1ccc(C(=O)N2CCCC(C(F)(F)F)C2)cc1 (stereo not drawn)
  -2, 0.0, -8%[57.1 µM], 2%, 0.2, -7%, -8%[57.1 µM], -15, 0%
15. COc1ccc(S(=O)(=O)N2CCC(C(=O)N3CCc4ccccc4C3)CC2)cc1
  -7, -2.0, 4%, 2%, -0.8, -12%, 2%, 5, 1%
16. O=c1c(/C=C(\O)c2ccccc2)nc2ccccc2n1-c1ccccc1
  -2, 30, -10%, -6%, 47*, ?, -6%, -3, ?
17. Fc1ccc(N2CCN(c3nc(-c4ccco4)cc(C(F)(F)F)n3)CC2)cc1
  1, -0.1, 12%[57.1 µM], -2%, 0.0, ?, 1%[57.1 µM], 0, -3%
18. COc1cc(CN2CCCC(C(=O)c3ccc4c5c(cccc35)CC4)C2)cc(OC)c1O (stereo not drawn)
  -20, 0.8, -12%, 12%, 1.1, -12%, 10%, 10, 5%
19. COc1cccc(CNC(=O)Cn2cccc2C(=O)c2ccccc2C)c1
  -5, -0.5, 15%, 6%, -0.2, -22%, 1%, -4, 8%
20. COc1ccc(-n2nnnc2-c2ccccc2)cc1
  17, -0.1, 12%, 6%, -0.5, 14%, 8%, -2, -4%
21. CCCN(CCC)CC(O)COc1ccc2c(c1)OCO2 (stereo not drawn)
  8, 0.2, 14%, 0%, 0.3, -8%, 2%, 5, 6%
22. Cc1ccccc1C(=O)NCCc1nnc(SCC(=O)Nc2nc(-c3ccccc3)cs2)n1C
  4, 0.7, 1%, 6%, -0.3, -10%, -1%, -7, -2%
23. Cc1cc(C)c2c(CN3CCN(C)CC3)cc(=O)oc2c1
  -6, 1.1, -5%, 21%, 0.1, -12%, -7%, -10, -6%
24. O=C(c1nn2c(C(F)(F)F)cc(-c3cccs3)nc2c1Br)N1CCCc2ccccc21
  -5, 1.4, -6%, 5%, 0.7, -8%, -10%, 3, 9%
25. CCC(Oc1ccccc1F)C(=O)Nc1ccc2c(c1)n(C)c(=O)n2C (stereo not drawn)
  ., ., 21%, 15%, -1.0, -9%, 3%, 14, -1%
26. Cc1ccc(C2OC(=O)C=C2c2ccccc2)cc1 (stereo not drawn)
  2, -1.1, 11%[57.1 µM], -13%, -0.3, -32%, 2%, 2, 22%
27. CC1CN(C(=O)/C=C/c2ccccc2[N+](=O)[O-])CC(C)O1 (stereo not drawn)
  12, 0.2, 14%, 4%, 0.2, -14%, 3%, 5, 3%
28. CC(C)(C)OC(=O)NCCCC[C@H](NC(=O)c1nc[nH]c1C(=O)N1CCN(C(=O)OC(C)(C)C)CC1)C(=O)OC(C)(C)C
  -7, 0.3, -1%[57.1 µM], -13%, 0.1, -27%, -4%[57.1 µM], -2, 4%
29. CCOc1ccc(C(CC(=O)O)NC(=O)c2ccco2)cc1 (stereo not drawn)
  ., ., -6%, 0%, -0.2, -20%, -8%, -4, ?
30. Cc1ccc(OCC(=O)Nc2ccccc2C(=O)OCc2cc(=O)n3ccsc3n2)cc1C
  ., ., 3%[57.1 µM], 3%, 0.3, 15%, -5%[57.1 µM], -4, 0%
31. O=[N+]([O-])c1cccc(-c2nc(NCc3ccccc3)c3ccccc3n2)c1
  -13, 1.4, 6%, 1%, 0.2, -24%, 0%, 2, -1%
32. Cc1noc(NC(=O)c2ccc(Cl)cc2)c1Cl
  6, 0.8, 32%[57.1 µM], 8%, 0.4, -6%, -4%[57.1 µM], -5, 1%
33. CCOC(=O)N1CCN(S(=O)(=O)c2ccc(OC)c(Cl)c2Cl)CC1
  -11, 0.8, 12%[57.1 µM], -2%, 2.4, -11%, 3%[57.1 µM], 4, 9%
34. CC(NC(=O)c1ccc(Cn2cc([N+](=O)[O-])cn2)o1)c1ccccc1 (stereo not drawn)
  15, 0.9, -1%, -7%, -0.5, 0%, -3%[57.1 µM], 2, -2%
35. CC(=O)Nc1ccc(OCCOc2ccc(/C=C3\C(=N)N4N=C(C)SC4=NC3=O)cc2)cc1
  20, 0.1, 7%, 0%, 1.0, -18%, 0%, 0, -5%
36. CN(C)C(=S)NCc1ccccc1
  9, -0.2, 12%[57.1 µM], 1%, -0.2, 1%, 7%[57.1 µM], 38*, 0%
37. Cc1ccc(OCC(=O)NNC(=O)C2CSC3(C)CCC(=O)N23)cc1 (stereo not drawn)
  9, 0.3, -1%, 1%, 0.4, -1%, -5%, 0, -1%
38. CCOC(=O)NC(=O)CSc1ccccn1
  10, 1.7, 12%, 0%, -0.3, 0%, 11%, 5, 13%
39. CN(c1ccccc1)S(=O)(=O)c1ccc(Cl)c(C(=O)NCc2ccccc2CN2CCCC2)c1
  -8, -0.2, 0%, 26%, -1.5, -6%, -4%, -7, 3%
40. COc1cc2ccc(=O)oc2c(O[C@@H]2O[C@H](CO)[C@@H](O)[C@H](O)[C@H]2O)c1O
  10, 0.4, -36%&38%, -9%[38.3 µM], 0.4, ?, 424%[activator], -7, ?
41. NS(=O)(=O)c1ccc(SCc2ccccc2)nc1
  ., ., 16%[57.1 µM], -4%, ., -3%, -4%, ., 7%
42. C/C(=N/NC(N)=S)c1ccc(Br)s1
  -12, 0.4, -19%, 1%, 0.0, -16%, -2%, -2, 5%
43. Cc1cccc(C(=O)Nc2cccc(C(=O)OCc3cc(=O)n4nc(C(C)C)sc4n3)c2)c1
  ., 0.2, -16%[57.1 µM], 3%, -2.0, -13%, -14%[57.1 µM], 3, -4%
44. Cc1ccc(/C=N/N(C)S(=O)(=O)c2ccc(C)cc2)cc1
  -5, 0.2, -5%, 5%, -1.0, -6%, -7%, 8, ?
45. Cc1cc(-c2nc3cccnc3s2)ccc1NS(=O)(=O)c1cccs1
  -11, 2.4, 17%[57.1 µM], -1%, -1.4, -21%, 275%[activator][57.1 µM], 5, 11%
46. CC(=O)c1c(COC(=O)c2cccnc2)nc2ccccc2[n+]1[O-]
  ., ., 0%[57.1 µM], 3%, -0.2, -5%, 4%[57.1 µM], -2, -1%
47. Cc1ccc(-n2c(=O)c3ccccc3n(CC(=O)Nc3cccc(C(F)(F)F)c3)c2=O)cc1
  ., 1.5, 13%, -7%, 4.0, -10%, -1%, 0, 6%
48. COc1ccc(NC(=O)CSc2nc(=O)n(CCN(C)C)c3c2CCCC3)cc1
  13, -0.9, -5%, 4%, 0.2, -20%, -5%, 5, -2%
49. COc1ccc(NC(=O)c2cnn3c(C(F)(F)F)cc(-c4ccco4)nc23)cc1OC
  4, -0.8, -11%[57.1 µM], 1%, -0.6, 1%, -1%[57.1 µM], -1, 8%
50. CCNC(=O)COC(=O)/C=C/c1cccc(F)c1
  -30, 0.2, 3%, 1%, 0.5, -13%, -6%, 5, -4%
51. Cc1ccccc1-c1nc2cc(NC(=O)COc3ccc(F)cc3)ccc2o1
  ., -0.5, 34%, ., 0.7, 3%, 55%[activator], 1, 70%[activator]
52. Cc1ccc(NC(=O)Cn2nnc(C(=O)NCc3ccc4c(c3)OCO4)c2N)cc1Cl
  ., 1.5, 37%[activator], 6%, 0.8, ?, 8%, 7, -6%
53. COCCNS(=O)(=O)c1cc2[nH]c3c(c2cc1C)C(=O)CC(C)(C)C3
  6, 0.8, -2%, 13%, 0.1, -4%, -5%, -2, -6%
54. CCCC(=O)NC(=S)Nc1cccc(NC(=O)c2ccccc2)c1
  2, -0.3, 22µM*, 3%, -1.8, -8%, -2%, 4, -4%

Assay outcomes from PubChem BioAssay.
